Glioma ERSR ind: induces the endoplasmic reticulum stress response in human glioma cells | U87-MG GRP78 promoter luciferase reporter, 16 h | Potency, µM, without a hit: at the top dose activation, actives largely listed as activators | 0.02% of 420,000 active; further: potency means the concentration at half of the fitted maximal effect; series mostly up to about 76 µM; % of control where 0% means no effect; nearly all actives have a fitted effect of over 35% in size
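Stably transfected U87-MG human glioma cells carrying a GRP78-based luminescent sensor were seeded at 1000 cells/well, pin-dosed with compounds and incubated 16 h. Luciferase reagent was then added, and end-point luminescence was read after 10 min at room temperature.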
Vif-APOBEC3F blk: blocks the Vif interaction with APOBEC3F; HeLa A3F-eYFP + Vif (tagged APOBEC3F with the HIV-1 protein that degrades it), YFP fluorescence increase; Potency, µM (titrated, usually from 46.1 µM), for the others: at the highest dose activity, negative = active; 0.2% of 390,000 active; further: potency means the concentration at half of the fitted maximal effect; % of control where 0% means no effect; nearly all actives have a fitted effect of over 65% in size
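HeLa cells stably expressing A3F-eYFP plus Vif, plated and incubated overnight at 37 deg C, then exposed to compounds overnight at 37 deg C. Blocked degradation read as raised yellow fluorescence (Ex 488/Em 500-530).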
D1 PAM: potentiators of human D1 dopamine receptor; P21728; HEK293 TREx D1 cells, calcium flux, dopamine EC20 potentiation; potentiation, % at 10 µM; 0.036% of 360,000 active; in the data active means potentiation above about 30%; further: 0% is about no effect
Target sequence (P21728 whole entry, looked up): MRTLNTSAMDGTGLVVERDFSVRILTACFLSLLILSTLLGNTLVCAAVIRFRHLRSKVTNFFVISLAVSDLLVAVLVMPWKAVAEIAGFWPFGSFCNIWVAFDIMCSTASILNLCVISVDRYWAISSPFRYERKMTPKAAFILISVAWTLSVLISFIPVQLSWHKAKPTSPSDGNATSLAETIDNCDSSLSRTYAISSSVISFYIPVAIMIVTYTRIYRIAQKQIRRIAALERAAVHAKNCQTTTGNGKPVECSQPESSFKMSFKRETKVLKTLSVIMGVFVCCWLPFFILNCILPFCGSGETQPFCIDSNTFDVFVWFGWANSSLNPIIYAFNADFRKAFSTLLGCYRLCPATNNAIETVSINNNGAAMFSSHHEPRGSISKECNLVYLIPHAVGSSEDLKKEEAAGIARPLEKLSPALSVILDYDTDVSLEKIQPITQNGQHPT
D1 antag: human D1 dopamine receptor antagonism; P21728; HEK293 TREx D1 cells, calcium flux, dopamine EC80; hits give low values; activity change, negative = inhibition, % at 10 µM; 3.2% of 360,000 active; AID 504652; in the data active means activity change below about -30%; further: on the % scale 0 is the no-effect control and ±100 the full control effect
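HEK293 T-REx cells expressing inducible, force-coupled D1 receptor; no-wash Ca dye, 30–90 min RT. Cmpd → 180 s read at 1 Hz → EC80 DA → 180 s read.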
LDHA block: blocks human lactate dehydrogenase A. P00338. purified LDHA, NADH/diaphorase-resazurin fluorescence; hits give low values. activity change, % (values are at about 110 or 230 µM). 0.15% of 480,000 active. AID 1347041; in the data active means activity change below about -30%; inconclusive means mostly about -25% to -30%;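 further: plate controls were DMSO wells for no effect and wells without enzyme for full effect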
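Resorufin fluorescence (ex540/em590), read at 0 and 20 min after diaphorase/resazurin addition, reports the NADH left after a 5 min room-temperature reaction of 2 nM human LDH5 with 0.06 mM NADH and 0.2 mM pyruvate.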
D1 agonist: agonists of human D1 dopamine receptor; HEK293 T-REx D1 cells, calcium flux, agonist mode; activation, % at 2 µM; 1% of 360,000 active; AID 504660; in the data active means activation above about 30%; further: 0% is about no effect
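Tetracycline-induced HEK293 TREx D1 cells, force-coupled to calcium signalling, were dye-loaded with a no-wash calcium kit. Compound was pin-added after a 10 s baseline. Fluorescence was read kinetically at 1 cycle/s for 180 s, with calcium rises flagged as agonism.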
D2 PAM: positive allosteric modulators of human D2 dopamine receptor | P14416 | HEK293 T-REx D2, calcium flux, EC20 dopamine potentiation | potentiation, % at 10 µM | 0.34% of 340,000 active | AID 485347;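 active means potentiation over 3 SD above the plate norm, cut at about 30% in these data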; further: 0% is about no effect
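Potentiation of an EC20 dopamine calcium response is measured in a force-coupled, tetracycline-inducible Hek293 Trex D2 line. Compound-only kinetic reads over 180 s flag agonists before dopamine addition.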
RXFP1 agonist: activates the human relaxin receptor RXFP1. HEK293T-RXFP1 cAMP TR-FRET, 30 min; response scale: percent of porcine relaxin response, buffer zero. Potency, µM (top dose mostly 57.5 µM), for inactives: at the highest dose activation, usual class: activators. AID 2676. 0.3% of 370,000 active. Q9HBX9; further: potency means the concentration at half of the fitted maximal effect; on the % scale 0 is the no-effect control and ±100 the full control effect; nearly all actives have a fitted effect of over 60% in size; many of its hits are not listed in these tables
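HEK293T cells stably expressing RXFP1 were pretreated with the PDE4 inhibitor Ro 20174, exposed to compounds for 30 min at 37C, lysed, and cAMP was read by TR-FRET. Data normalized to buffer (basal) and 29 nM porcine relaxin (100%).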
Vif-A3G inh: inhibitors of Vif-APOBEC3G interaction | Q9HC16 | HeLa A3G-eYFP + Vif (tagged APOBEC3G with the HIV-1 protein that degrades it), YFP fluorescence, overnight | Potency, µM (highest dose often 46.1 µM), inactives show top-dose activity, negative = active, most hits filed as inhibitors | 0.076% of 410,000 active;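 further: potency means the concentration at half of the fitted maximal effect; on the % scale 0 is the no-effect control and ±100 the full control effect; nearly all actives have a fitted effect of over 60% in size; hits raise eYFP signal because A3G escapes Vif-driven loss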
Target sequence (Q9HC16 whole entry, looked up): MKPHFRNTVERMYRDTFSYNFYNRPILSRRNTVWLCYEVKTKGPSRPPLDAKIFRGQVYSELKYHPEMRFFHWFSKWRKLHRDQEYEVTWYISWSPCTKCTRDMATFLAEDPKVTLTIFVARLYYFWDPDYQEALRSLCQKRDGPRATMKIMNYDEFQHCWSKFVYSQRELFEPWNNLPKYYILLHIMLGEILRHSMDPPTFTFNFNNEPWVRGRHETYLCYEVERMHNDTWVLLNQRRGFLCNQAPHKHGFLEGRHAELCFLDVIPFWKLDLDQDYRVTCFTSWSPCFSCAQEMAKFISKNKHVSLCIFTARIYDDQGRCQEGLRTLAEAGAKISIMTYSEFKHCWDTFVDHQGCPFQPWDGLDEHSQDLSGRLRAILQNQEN
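HeLa cells stably expressing Vif and C-terminally eYFP-tagged A3G, seeded overnight at 37 deg C, then exposed to compound by pintool overnight at 37 deg C. Rise in yellow fluorescence (Ex 488/Em 500-530, Acumen) marks blocked Vif-driven A3G degradation.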
An asterisk follows results filed as active; u = inconclusive; x = not tested or not shown; & = joins results of further samples. Unless noted, the call rests on the fitted dose curve; in most records, active means well fitted curve in the direction sought with a large enough effect; inconclusive means small, poorly fitted or top-dose-only effect, or another doubt; inactive means no such curve, though single readings can be large; an effect the other way counts as inactive or inconclusive. A portion of the library (hit frequency here may not be typical).

#1 COc1ccc(/C=C\C(=O)CC(O)(c2ccccc2)C(F)(F)F)cc1 (centres undefined)
#2 CCCNS(=O)(=O)c1ccc(OCC(=O)N2CCCC2)cc1
#3 Cc1cccc(NC(=O)Cn2c(=O)oc3ccccc32)c1
#4 Cc1c(S(=O)(=O)N2CCN(C(c3ccccc3)c3ccccc3)CC2)c(=O)n(C)c(=O)n1C
#5 CCCCN(CCCC)CCNC(=O)Cn1nc(CC)n2c(cc3sccc32)c1=O
#6 CCOC(=O)c1ccc(NC(=O)NC2=NCCS2)cc1

assay / compound	1	2	3	4	5	6
Glioma ERSR ind	-2%	-2%	1%	-4%	-1%	1%
Vif-APOBEC3F blk	-12%	-20%	1%	-4%	0%	-11%
D1 PAM	4	4	-3	10	-3	x
D1 antag	-1	-2	-2	-17	-15	x
LDHA block	3	0	-4	-4	3	-9
D1 agonist	4	3	5	-2	1	x
D2 PAM	-2	0	x	19	-24	x
RXFP1 agonist	-0.1%	-1.6%	0.6%	1.3%	0.4%	x
Vif-A3G inh	-16%	1%	0%	0%	-1%	u

#7 O=C(COc1ccccc1-c1ccccc1)NN=C1CCCC1
#8 O=C(NCc1cccc(C(F)(F)F)c1)c1ccc[nH]1
#9 Cc1cc(C)cc(C(=O)NC(CC(N)=O)c2ccc(NC3CCCCCC3)c([N+](=O)[O-])c2)c1 (centres undefined)
#10 O=C(NNC(=O)c1n[nH]c(=O)c2ccccc12)c1ccc(Br)cc1
#11 Nc1cnn(Cc2ccccc2F)c1
#12 COc1ccc(OC)c(NC(=O)C2C3C=CC(C3)C2C(=O)NCc2ccccn2)c1 (centres undefined)

assay / compound	7	8	9	10	11	12
Glioma ERSR ind	-2%	0%	-3%	0%	-4%	-2%
Vif-APOBEC3F blk	-4%	-3%	4%	7%	-5%	-8%
D1 PAM	0	-3	-1	8	-6	2
D1 antag	3	-1	-26	-1	-8	5
LDHA block	-1	-3	-9	-4	14	4
D1 agonist	5	3	2	1	1	0
D2 PAM	12	0	-4	1	1	10
RXFP1 agonist	-2.3%	3.6%	-0.1%	0.3%	0.9%	3.0%
Vif-A3G inh	u	2%	1%	4%	-21%	1%

#13 COc1ccc(NC(=O)CCC2CCCC2)cc1OC
#14 ON(CCc1ccncc1)Cc1ccccc1
#15 O=C(COC(=O)/C=C/c1ccccc1)NCc1ccc2c(c1)OCO2
#16 CCN(CC)CCSc1nnc2c3ccccc3n(CCc3ccccc3)c2n1
#17 c1csc(C2Nc3ccccc3-c3nc4ccccc4n32)c1 (centres undefined)
#18 CCOc1cc(C2c3c(oc4ccc(F)cc4c3=O)C(=O)N2Cc2ccco2)ccc1O (centres undefined)

assay / compound	13	14	15	16	17	18
Glioma ERSR ind	4%	-4%	-2%	-4%	3%	0%
Vif-APOBEC3F blk	4%	-1%	1%	1%	9%	1%
D1 PAM	-1	x	x	1	-3	-4
D1 antag	7	x	x	13	-3	-5
LDHA block	-3	0	-11	-1	1	2
D1 agonist	2	x	x	-1	-2	1
D2 PAM	-22	x	x	-27	-3	5
RXFP1 agonist	-0.2%	x	x	4.5%	2.6%	4.8%
Vif-A3G inh	-6%	-6%	0%	-5%	-7%	-2%

In a second layout: entries from further up.
Order of results – Glioma ERSR ind, Vif-APOBEC3F blk, D1 PAM, D1 antag, LDHA block, D1 agonist, D2 PAM, RXFP1 agonist, Vif-A3G inh
[17] c1csc(C2Nc3ccccc3-c3nc4ccccc4n32)c1 (centres undefined)
→ 3%, 9%, -3, -3, 1, -2, -3, 2.6%, -7%
[14] ON(CCc1ccncc1)Cc1ccccc1
→ -4%, -1%, x, x, 0, x, x, x, -6%
[16] CCN(CC)CCSc1nnc2c3ccccc3n(CCc3ccccc3)c2n1
→ -4%, 1%, 1, 13, -1, -1, -27, 4.5%, -5%
[18] CCOc1cc(C2c3c(oc4ccc(F)cc4c3=O)C(=O)N2Cc2ccco2)ccc1O (centres undefined)
→ 0%, 1%, -4, -5, 2, 1, 5, 4.8%, -2%
[13] COc1ccc(NC(=O)CCC2CCCC2)cc1OC
→ 4%, 4%, -1, 7, -3, 2, -22, -0.2%, -6%

Further structures.
#19 Cc1nc2scc(C)n2c(=O)c1S(=O)(=O)Nc1ccc(N2CCOCC2)cc1
#20 Cc1cc(-c2ccc(S(=O)(=O)N(C)Cc3ccccc3)cc2)on1
#21 COc1ccccc1CNC(=O)c1cc2sccc2n1Cc1ccc(Cl)cc1
#22 CCOc1ccc(NC(=O)CS(=O)CC(=O)NC2CCCc3ccccc32)cc1 (centres undefined)
#23 Cc1ccc2nc(-c3cc(-c4ccccc4)no3)cn2c1
#24 CCCCNC(=O)CCSc1ccc(C)cc1

assay / compound	19	20	21	22	23	24
Glioma ERSR ind	-2%&-1%	-4%	-3%	-1%	-15%	-2%
Vif-APOBEC3F blk	-1%&-1%	-1%	1%	0%	0%	-13%
D1 PAM	-1&-2	-2	-2	-3	-17	-2
D1 antag	-19&-15	-6	-3	-4	-53*	1
LDHA block	-5&-2	-1	2	-6	-11	2
D1 agonist	2&4	8	4	0	1	2
D2 PAM	12&-12	4	5	x	-9	14
RXFP1 agonist	-1.7%&3.8%	3.2%	-1.1%	1.6%	8.1%	0.2%
Vif-A3G inh	7%&0%	-6%	-4%	1%	1%	0%

#25 CCOC(=O)c1c(/N=C/N(C)C)sc(C)c1C
#26 Cc1ccc(C(=O)OCC(=O)N2C(C)CCCC2C)s1 (centres undefined)
#27 COc1ccc(NC(=O)c2ccco2)cc1NC(=O)c1ccco1
#28 CN1CCC(C2(O)c3ccccc3CSc3sccc32)CC1 (centres undefined)
#29 Cc1nc(NS(=O)(=O)c2cccs2)c2c3c(sc2n1)CCC3
#30 Cc1nc(Nc2ccc3c(c2)OCO3)c2oc3ccccc3c2n1

assay / compound	25	26	27	28	29	30
Glioma ERSR ind	-1%	9%	-2%	-2%	-4%	1%
Vif-APOBEC3F blk	-2%	2%	-9%	4%	5%	5%
D1 PAM	-3	-1	-6	-5	1	-2
D1 antag	4	-7	-2	9	-2	7
LDHA block	0	-1	1	-8	-1	-5
D1 agonist	3	1	0	22	0	6
D2 PAM	0	-7	1	14	3	-1
RXFP1 agonist	6.4%	0.2%	0.8%	2.8%	0.6%	1.2%
Vif-A3G inh	1%	0%	-2%	1%	-1%	-10%

#31 CCOc1cc(/C=C(\C#N)c2nc3ccccc3[nH]2)ccc1OC(C)C(=O)O (centres undefined)
#32 CCC(=O)Nc1sc2c(c1C#N)CC(C)(C)NC2(C)C
#33 CC(Sc1nnnn1-c1ccc(O)cc1)c1nc2ccccc2c(=O)[nH]1 (centres undefined)
#34 COc1ccc2c(c1)c(-c1csc(N)n1)c(C)n2C
#35 COc1ccc(C(=O)Nc2nc(-c3ccc(OC)cc3)c(-c3ccc([N+](=O)[O-])cc3)s2)cc1
#36 CCN1C(=O)/C(=C/c2cn(-c3ccccc3)nc2-c2cccnc2)SC1=S

assay / compound	31	32	33	34	35	36
Glioma ERSR ind	0%	-4%	0%	-3%	-4%	-2%
Vif-APOBEC3F blk	1%	-1%	5%	-1%	-10%	u
D1 PAM	-3	2	3	-5	-3	x
D1 antag	4	7	-1	1	-13	x
LDHA block	-10	-7	-6	-2	2	-6
D1 agonist	1	4	1	2	6	x
D2 PAM	x	-3	2	8	-3	x
RXFP1 agonist	-3.8%	0.4%	1.9%	-2.6%	1.4%	x
Vif-A3G inh	1%	0%	0%	0%	-4%	-7%

#37 Cc1ccc(C(NC(N)=O)c2ccccc2)cc1 (centres undefined)
#38 Cc1ccc(CNC(=O)COC(=O)C2CC2)cc1
#39 CCC(C)N(CC(=O)NCc1ccc(OC)cc1)C(=O)c1csnn1 (centres undefined)
#40 CCNC(=S)NS(=O)(=O)c1ccc(CC)cc1
#41 CCOC(=O)C1=C(c2ccccc2)Nc2nc(C)nn2C1c1cccc(OC)c1OC (centres undefined)
#42 S=c1nc(-c2ccc(Br)cc2)[nH]c2ccccc12

assay / compound	37	38	39	40	41	42
Glioma ERSR ind	2%	1%	-4%	-5%	-2%	1%
Vif-APOBEC3F blk	-5%	0%	1%	-12%	-9%	-2%
D1 PAM	3	0	-1	0	2	4
D1 antag	-2	0	9	0	-11	2
LDHA block	1	-1	0	0	4	-5
D1 agonist	0	1	2	2	3	1
D2 PAM	5	-2	8	-7	-5	-4
RXFP1 agonist	-0.2%	0.2%	0.3%	-1.5%	-0.3%	14%
Vif-A3G inh	0%	0%	0%	1%	-1%	2%

#43 CCOc1ccc(NC(=O)CN(C)CC(=O)Nc2ccc(Br)cc2F)cc1OCC
#44 O=C(CNC(=O)C1COc2ccccc2O1)N/N=C/c1ccc(O)cc1O (centres undefined)
#45 CCCNC(=O)Cn1cnc2sc(C(=O)NCCCN3CCOCC3)c(C)c2c1=O
#46 CC(C)=CC/C=C1\CCC(C(=O)O)C(C(=O)O)C1 (centres undefined)
#47 CC(=O)Nc1ccc(OC(=O)COc2ccc(Br)cc2)cc1
#48 COc1ccccc1OCc1nc(C#N)c(N2CCC(C(N)=O)CC2)o1
#49 COc1ccc(C(=O)Nc2c(Cl)cc(Cl)cc2C(=O)NCc2ccco2)cc1
#50 CNC(=S)N1CCN(c2nc(-c3ccc(Cl)cc3)cs2)CC1

assay / compound	43	44	45	46	47	48	49	50
Glioma ERSR ind	-6%	-5%	2%	1%	-3%	-2%	-6%	0%
Vif-APOBEC3F blk	1%	-1%	-8%	-2%	-1%	3%	1%	-27%
D1 PAM	-2	2	-11	5	-1	-10	-2	-3
D1 antag	-13	7	1	4	-21	-4	44	7
LDHA block	2	14	-3	2	-14	-3	-1	-3
D1 agonist	1	1	3	0	11	3	5	-2
D2 PAM	13	-2	-18	-8	17	x	-3	0
RXFP1 agonist	-2.5%	0.3%	19%	-0.2%	0.3%	-1.2%	-0.9%	1.1%
Vif-A3G inh	-8%	-18%	2%	2%	3%	1%	-1%	1%
